# From PubChem BioAssay
# SMN2 splice enh – increases expression of the SMN2 splice variant; HEK293 SMN2-luciferase splicing reporter, luminescence, 30-36 h; Potency, µM (doses to about 46.1 µM), without a hit: at the highest dose activity change, positive = activation, hits mostly activators; AID 1458; 210,000 tested, 2.8% active; further: % of control where 0% means no effect; nearly all actives have a fitted effect of over 55% in size
#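 HEK293 cells carry an SMN2 minigene-luciferase reporter in which exon 7 inclusion puts luciferase in frame. Cells were seeded at 2000 cells/well, attached for 10-12 hours, then exposed to compounds for 30-36 hours at 37C before ONE-Glo luminescence.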
# KDM4E inh – JMJD2E (human) inhibition; JMJD2E catalytic domain, FDH-coupled NADH fluorescence (FDH is formaldehyde dehydrogenase); Potency, µM (titrated, usually from 57.1 µM), for inactives: at the top dose activity change, negative = inhibition, actives largely listed as inhibitors; 230,000 tested, 1.6% active; AID 2147; active means well fitted inhibition curve with a large enough effect, not every such curve was filed as active; inconclusive means small, poorly fitted or top-dose-only effect, or another doubt; inactive means no such curve, though single readings can be large or run the other way;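 further: 0% = wells with enzyme and -100% = buffer wells without enzyme; nearly all actives have a fitted effect of over 50% in size; many of its hits are not listed in these tables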
# Target sequence (B2RXH2 1-337 limits assumed): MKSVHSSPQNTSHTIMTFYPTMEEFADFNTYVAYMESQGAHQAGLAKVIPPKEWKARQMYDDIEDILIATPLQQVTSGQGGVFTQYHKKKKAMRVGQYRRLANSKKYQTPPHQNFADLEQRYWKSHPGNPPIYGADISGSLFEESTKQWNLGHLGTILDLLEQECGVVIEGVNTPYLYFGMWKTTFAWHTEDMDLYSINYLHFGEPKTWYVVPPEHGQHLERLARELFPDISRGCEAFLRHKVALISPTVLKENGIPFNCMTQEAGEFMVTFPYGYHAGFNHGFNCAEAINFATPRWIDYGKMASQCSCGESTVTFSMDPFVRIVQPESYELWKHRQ
# Tau fluor counter – counter-screen for tau fibril formation inhibitors | tau K18 P301L Alexa594 fluorescence, heparin fibrillization | Potency, µM (top dose mostly 57.7 µM), for inactives: at the top dose activity change, negative = decrease | 280,000 tested, 0.93% active; further: on the % scale 0 is the no-effect control and ±100 the full control effect; nearly all actives have a fitted effect of over 55% in size
#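 Human tau K18 P301L (15 uM unlabeled, 0.24 uM Alexa 594-labeled) in 100 mM sodium acetate pH 7 with 20 uM heparin, 6 hr at 37 C. ThT 30 uM added, 1 hr ambient; Alexa 594 FP and total fluorescence read at 555/632 nm.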
# Tau fibril ThT – inhibitors of human tau fibril formation, thioflavin T binding. Potency, µM (series often up to 57.4 µM), inactives show at the highest dose activity, negative = inhibition, usual class: inhibitors. 270,000 tested, 2.1% active. recombinant tau K18 P301L (four-repeat tau fragment), heparin-induced fibrillization, ThT fluorescence; further: on the % scale 0 is the no-effect control and ±100 the full control effect; nearly all actives have a fitted effect of over 55% in size
# Target sequence (P10636 561-689 P618L limits assumed): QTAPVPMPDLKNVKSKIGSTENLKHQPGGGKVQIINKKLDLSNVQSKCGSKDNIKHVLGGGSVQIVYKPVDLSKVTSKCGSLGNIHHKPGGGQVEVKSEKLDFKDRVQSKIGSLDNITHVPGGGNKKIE
#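 In this qHTS, human K18 P301L tau is incubated with compound and heparin for 6 hr at 37 C, and Thioflavin T fluorescence then reports fibril load.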
# HTT aggregate – mutant huntingtin aggregation inhibition | 220,000 tested, 1.1% active | Potency, µM (highest dose often 46.1 µM), without a hit: at the highest dose activity change, negative = inhibition, hits mostly inhibitors | PC12 HttQ103-GFP aggregates, Acumen cytometry, 40 h; further: on the % scale 0 is the no-effect control and ±100 the full control effect; nearly all actives have a fitted effect of over 60% in size
#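 Quantitative HTS on tebufenozide-induced (100 nM) PC12 cells stably expressing polyQ103 Huntingtin exon 1–GFP. Reduction of bright GFP aggregates, detected by laser scanning cytometry after lysis, identified actives across the titration.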
# ALDH1A1 block – blocks purified human ALDH1A1 activity; 220,000 tested, 7.3% active; P00352; Potency, µM (series often up to 75.3 µM), for inactives: top-dose activity, negative = inhibition, usual class: inhibitors; Purified ALDH1A1, NADH fluorescence, propionaldehyde substrate; active means well fitted inhibition curve with a large enough effect, not every such curve was filed as active; inconclusive means small, poorly fitted or top-dose-only effect, or another doubt; inactive means no such curve, though single readings can be large or run the other way;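 further: plate controls were no enzyme wells and a reference inhibitor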
# Target sequence (P00352 whole entry, looked up): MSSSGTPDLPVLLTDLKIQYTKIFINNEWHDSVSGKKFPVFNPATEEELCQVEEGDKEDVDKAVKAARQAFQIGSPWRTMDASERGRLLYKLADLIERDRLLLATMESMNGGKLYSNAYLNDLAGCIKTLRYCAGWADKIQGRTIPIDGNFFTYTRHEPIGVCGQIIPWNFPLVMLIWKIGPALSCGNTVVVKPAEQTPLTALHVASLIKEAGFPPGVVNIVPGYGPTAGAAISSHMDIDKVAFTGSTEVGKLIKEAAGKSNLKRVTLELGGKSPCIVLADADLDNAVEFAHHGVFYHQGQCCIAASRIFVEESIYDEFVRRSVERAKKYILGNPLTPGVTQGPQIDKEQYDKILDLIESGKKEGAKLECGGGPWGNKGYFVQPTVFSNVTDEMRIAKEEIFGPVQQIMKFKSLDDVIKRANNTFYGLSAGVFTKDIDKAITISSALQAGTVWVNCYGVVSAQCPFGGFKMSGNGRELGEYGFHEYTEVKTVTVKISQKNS
# HTT ATP protect – Huntington cell model cytoprotection by ATP luminescence. 230,000 tested, 0.14% active. AID 1471. PC12 HTT-Q103 induced, cytoprotection, ATP luminescence, 40 h. Potency, µM (top dose mostly 56.4 µM), without a hit: cytoprotection (ATP increase), actives largely listed as activators;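 further: % of control where 0% means no effect; nearly all actives have a fitted effect of over 45% in size; toxic huntingtin expression switched on by the ecdysone agonist tebufenozide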
#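 PC12 cells stably carrying ecdysone-inducible Htt exon 1 (Q103)–GFP were induced with 100 nM tebufenozide (final) alongside library compounds in a dose series. Cytoprotection was scored as retained ATP by ATPlite luminescence.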
# Tau fibril FP – tau fibrillization inhibition (FP) | P10636 | 280,000 tested, 0.39% active | K18 P301L tau heparin fibrillization, Alexa594 FP, 6 h | Potency, µM (doses to about 57.7 µM), for the others: at the highest dose activity, negative = inhibition, hits mostly inhibitors; further: on the % scale 0 is the no-effect control and ±100 the full control effect; nearly all actives have a fitted effect of over 55% in size
#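 Compound effects on tau fibrillization are measured by Alexa 594 fluorescence polarization (ex 555, em 632 nm). K18 P301L tau is used at 15 uM with 0.24 uM labeled tracer, and 20 uM heparin induces aggregation over 6 hr at 37 C.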
# An asterisk follows results filed as active; ? = inconclusive; . = not tested or not shown; & = joins results of further samples; [ ] = another dose, or the depositor's remark. Unless noted, the call rests on the fitted dose curve; in most records, active means well fitted curve in the direction sought with a large enough effect; inconclusive means small, poorly fitted or top-dose-only effect, or another doubt; inactive means no such curve, though single readings can be large; an effect the other way counts as inactive or inconclusive. Potency means the concentration at half of the fitted maximal effect. The list is partial; the hit share may differ from the screen's.
SMILES,SMN2 splice enh,KDM4E inh,Tau fluor counter,Tau fibril ThT,HTT aggregate,ALDH1A1 block,HTT ATP protect,Tau fibril FP
CS(=O)(=O)c1ccc(C(=O)NC2CCCc3ccccc32)cc1 (stereo unspecified),10%,-3%,1%,-9%,-2%,-6%,-44%[inhibitor],-1%
Cc1nc2c(-c3ccccc3)c(C)nn2c(C)c1CCC(=O)NCc1ccc(Cl)cc1,-3%,.,-5%,7%,.,.,.,-3%
COc1ccc(-c2nnc(SCC(=O)NCc3ccco3)o2)cc1,14%,-6%,-10%,-15%,-1%,-5%,-28%[10 µM],-3%
Cc1ccccc1OCCC(=O)Nc1c(C)n(C)n(-c2ccccc2)c1=O,-6%,-1%,0%,-7%,4%,9%,-4%[10 µM],1%
CCOC(=O)c1ccc(Nc2sc(C(=O)c3cccc([N+](=O)[O-])c3)c(N)c2C#N)cc1,.,-18%,-30%,-20%,-18%[9.22 µM],4%,-10%[10 µM],-6%
O=S(=O)(c1ccc(F)cc1)N1CCC(N2CCCCCC2)CC1,-3%,?,1%,-10%,7%,12%,3%,1%
CCc1cccc(CC)c1NC(=S)N(CCN(C)C)C(C)c1cccnc1 (stereo unspecified),-4%,2%,-4%,-3%,8%,10%,-27%,6%
COc1cccc(C(=O)N2CCN(CCCc3ccccc3)CC2)c1OC,-23%,?,-9%,-11%,-26%,?,-15%[10 µM],8%
CNC(=S)Nc1ccc2nc(C)c(C)nc2c1,-10%,-9%,-3%,-2%,-7%,-5%,0%,5%
CCN(CC(=O)Nc1ccc(OC)c(OC)c1)S(=O)(=O)c1ccc(C)cc1,-35%[inhibitor],10%,-12%,-11%,-29%,10%,-1%,1%
O=C(CN1CCN(c2ccccn2)CC1)NC(=O)NC1CCCCC1,-7%,-4%,-5%,-4%,-2%,5%,-12%[10 µM],-5%
O=c1n(Cc2ccccc2)nc2n1-c1ccccc1OC2,18%,.,-18%,-7%,.,.,.,-13%
COc1ccc(N2C(=O)c3ccccc3NC2(C)C)cc1,8.9µM*,?,-1%,2%,-10%,?,-125%[inhibitor],-4%
O=C(c1ccccc1)c1cnc(-c2ccccc2)s1,13µM*,-23%,-17%,?,-19%,?,-52%[inhibitor],-5%
Cn1cc2ccc(N)cc2n1,.,?,-23%,?,-7%[9.22 µM],?,10%[10 µM],?
COC(=O)[C@@]1(Cc2ccccc2)[C@H]2c3cc(C(=O)N(C)C)n(Cc4ccccc4)c3C[C@H]2CN1C(=O)c1ccccc1,-80%[inhibitor],-7%,-8%,-15%,.,-3%,11%,1%
O=C(Nc1ccc(F)cc1)OCCOc1ccc([N+](=O)[O-])cc1,.,4%,-20%,-15%,-12%[9.22 µM],1%,-12%[10 µM],?
CC(NC(=O)Nc1ccc2c(c1)OCO2)C1CCCO1 (stereo unspecified),?,4%,10%,2%,-18%,7%,-12%,6%
O=C(NC(O)C(=O)c1cccs1)c1cccnc1 (stereo unspecified),3%,-3%,-5%,-10%,15%,10µM*,-17%,-1%
CNS(=O)(=O)c1ccc(NC(=O)c2nc3nc(C)cc(C(F)F)n3n2)cc1,8%&-37%,2%,-13%&-4%,-14%&-3%,14%[9.22 µM],7%,-4%,0%&0%

# Gathered by group: those above containing fluorine
SMILES,SMN2 splice enh,KDM4E inh,Tau fluor counter,Tau fibril ThT,HTT aggregate,ALDH1A1 block,HTT ATP protect,Tau fibril FP
O=S(=O)(c1ccc(F)cc1)N1CCC(N2CCCCCC2)CC1,-3%,?,1%,-10%,7%,12%,3%,1%
O=C(Nc1ccc(F)cc1)OCCOc1ccc([N+](=O)[O-])cc1,.,4%,-20%,-15%,-12%[9.22 µM],1%,-12%[10 µM],?
CNS(=O)(=O)c1ccc(NC(=O)c2nc3nc(C)cc(C(F)F)n3n2)cc1,8%&-37%,2%,-13%&-4%,-14%&-3%,14%[9.22 µM],7%,-4%,0%&0%

# Some of these compounds in order of the Tau fibril FP value, highest first.
smiles	KDM4E inh	Tau fibril ThT	HTT aggregate	ALDH1A1 block	Tau fibril FP
COc1cccc(C(=O)N2CCN(CCCc3ccccc3)CC2)c1OC	?	-11%	-26%	?	8%
CS(=O)(=O)c1ccc(C(=O)NC2CCCc3ccccc32)cc1 (stereo unspecified)	-3%	-9%	-2%	-6%	-1%
COc1ccc(N2C(=O)c3ccccc3NC2(C)C)cc1	?	2%	-10%	?	-4%
CCOC(=O)c1ccc(Nc2sc(C(=O)c3cccc([N+](=O)[O-])c3)c(N)c2C#N)cc1	-18%	-20%	-18%[9.22 µM]	4%	-6%

# Results in HTT ATP protect and ALDH1A1 block, for 2 of the compounds above:
SMILES | HTT ATP protect | ALDH1A1 block
Cn1cc2ccc(N)cc2n1 | 10%[10 µM] | ?
CS(=O)(=O)c1ccc(C(=O)NC2CCCc3ccccc32)cc1 (stereo unspecified) | -44%[inhibitor] | -6%

# Carrying on.
SMILES,SMN2 splice enh,KDM4E inh,Tau fluor counter,Tau fibril ThT,HTT aggregate,ALDH1A1 block,HTT ATP protect,Tau fibril FP
CC(=O)Nc1ccc(S(=O)(=O)NC2=C(N3CCN(c4ccc(F)cc4)CC3)C(=O)c3ccccc3C2=O)cc1,-7%,?,13µM*[quencher],5.6µM*,?,7.1µM*,-87%[inhibitor],?
O=c1c(-c2ccccc2)c(O)nc2ccccn12,8%,-21%,-4%,-3%,-5%,-4%,20%,-8%
O=C(CC1CCCC1)Nc1nc2ccccc2[nH]1,13µM*,8%,-4%,-5%,0%,1%,-30%[10 µM],-3%
Cc1nn(CC2CCCCC2)c(N)c1-c1ccccc1,-13%,16%,-15%,?,-5%,0%,-11%,6%
CC(C)(C)N1CC(COc2ccccc2)OC1=O (stereo unspecified),-11%,5%,3%,-3%,5%,10%,18%[10 µM],5%
CCOC(=O)N1CCC(NC(=O)c2cccc3c2C(=O)N(Cc2cccnc2)C3)CC1,7%,-3%,2%,1%,4%,?,-9%,4%
CC/C(=N/NC(=O)CCC(=O)Nc1ccccc1OC)c1ccccc1,-9%,-4%,9%,11%,12%,-29%,.,1%
CCC(C)[C@H](NC(=O)NCc1ccccc1Cl)C(=O)OC (stereo partly specified),14%,0%,1%,11%,?,?,-8%,-1%
COc1cccc(CNc2ccc(F)c(Cl)c2)c1,2%,-8%,?,?,-7%,-3%,6%,4%
Cc1cc(N=CC2=C(O)CC(C)(C)CC2=O)no1,3%,-5%,-15%,-15%,5%,-7%,1%,1%
C=CCn1c(COc2cccc3ccc(C)nc23)nnc1SCC(N)=O,19%,?,7%,1%,-9%,?,-8%,7%
COC(=O)c1[nH]c2ccccc2c1NC(=O)C(C)N1CCN(C(=O)c2ccco2)CC1 (stereo unspecified),1%,?,-8%,-8%,17%,11%,-11%,2%
CC(=O)Oc1ccc(/C=N/NC(=S)Nc2ccccc2)cc1,11µM*,14%,-17%,-18%,23%,8%,-7%[0.074 µM],-7%
Cc1cccc(C(=O)OCc2cnc(Cl)s2)c1,3%,6%,-8%,-12%,-7%,3%,-7%[10 µM],3%
Cn1cc(CN2CCC(N3CCNC(=O)CC3)CC2)c(-c2ccccc2F)n1,.,-1%,-10%,-4%,4%[9.22 µM],-6%,2%[10 µM],3%
O=C(Oc1ccc(-n2cnnn2)cc1)c1ccco1,-1%,1%,-5%,-12%,6%,0%,0%[10 µM],3%
CCOc1ccc(CNC(=O)CCc2cn(Cc3ccccc3)c3ccccc23)cc1,-13%,5%,-15%,-5%,-6%,-5%,.,-14%
COc1ccccc1Cn1cc(C(=O)c2ccc(C)cc2)c(=O)c2cc3c(cc21)OCCO3,-3%,.,-13%,-2%,.,.,.,1%
O=C(COC(=O)c1ccccn1)Nc1cccc2ccccc12,11%,5%,4%,7%,8%,?,-26%,?
Cn1c(=O)c2cc(S(=O)(=O)Nc3cc(C(=O)O)cc(C(=O)O)c3)ccc2n(C)c1=O,.,-5%,-7%,-3%,0%,3%,-7%,3%
O=C(CNC(=O)c1ccccc1)NCC(=O)OCC(=O)c1ccccc1,2%,3%,0%,-7%,10%,4%,-6%,5%
CCCCOP(=O)(c1ccc(N(C)C)cc1)C(O)c1ccc(OC)c(OC)c1 (stereo unspecified),.,-5%,-3%,0%,-1%[9.22 µM],.,15%[10 µM],-4%
O=C(Cn1c(=O)oc2ccccc21)N1CCOCC1,8%,9%,-1%,-7%,-8%[9.22 µM],5%,-33%[inhibitor],-6%
CCCCN(C(=O)c1c(C)[nH]c(C(=O)OCC)c1C)c1ccccc1,-9%,6%,-10%,-9%,-11%,-1%,-6%,-4%
COc1ccc(C(CC(=O)NC(C)(C)C)n2cccc2)cc1 (stereo unspecified),-11%,-4%,-9%,-18%,7%,-3%,6%,-8%
Cc1cccc(-n2c(SCC(=O)NCc3ccco3)nc3ccccc3c2=O)c1,-11%,10%,-3%,-4%,-24%,0%,-6%,0%
O=C(CN1C(=O)COc2ccc(S(=O)(=O)N3CCOCC3)cc21)NCc1ccco1,.,2%,-5%,.,-10%[9.22 µM],.,18%[10 µM],7%
